Screens: PubChem, Broad Institute
TcdB inh = blocks C. difficile toxin B glycohydrolase activity; 350,000 compounds, 0.24% hits; AID 652162; P18177; TcdB glycohydrolase enzymatic assay, plate reader; inhibition, % at 9.99 µM; in the data active means inhibition above about 10%
The depositor's hits bear a star. These rows are one share of the data; the hit share may differ from the screen's.

SMILES	TcdB inh
COC(=O)[C@]1(CCC(=O)OC(C)(C)C)N=C(c2ccc(OCCCO)cc2)O[C@@H]1c1ccccc1	0.8
CC=Cc1ccc2n(c1=O)C[C@H]1[C@H](CO)[C@@H](C(=O)NC3Cc4ccccc4C3)N(CC)[C@@H]21 (mixture of isomers)	0.4
COc1cccc(S(=O)(=O)N(C)C[C@@H]2Oc3ncc(C#Cc4cccc(F)c4)cc3C(=O)N([C@H](C)CO)C[C@@H]2C)c1	-0.6
C[C@H]1CN([C@@H](C)CO)C(=O)c2cc(NC(=O)Nc3ccc(F)cc3)ccc2O[C@@H]1CN(C)S(=O)(=O)c1ccc(Cl)cc1	0.5
C[C@H](CO)N1C[C@H](C)[C@@H](CN(C)Cc2ccc3c(c2)OCO3)Oc2ccc(NC(=O)CCC(F)(F)F)cc2CC1=O	0.2
Cc1noc(C)c1NC(=O)Nc1ccc2c(c1)C(=O)N([C@H](C)CO)C[C@@H](C)[C@@H](CN(C)S(=O)(=O)c1ccc(F)cc1)O2	-0.2
COc1ccc(S(=O)(=O)N(C)C[C@@H]2Oc3ccc(NC(=O)Nc4ccccc4)cc3CC(=O)N([C@@H](C)CO)C[C@@H]2C)cc1	0.3
COc1ccc(S(=O)(=O)Nc2ccc3c(c2)C(=O)N([C@H](C)CO)C[C@@H](C)[C@H](CN(C)Cc2ccc(-c4ccccc4)cc2)O3)cc1	0.5
COCC(=O)Nc1ccc2c(c1)OC[C@@H](C)N(Cc1cccc(F)c1)C[C@H](C)[C@H](OC)CN(C)C2=O	-3.0
Cc1ccc(S(=O)(=O)N(C)C[C@@H]2OCCCC[C@@H](C)Oc3ccc(NC(=O)Nc4ccccc4)cc3C(=O)N([C@H](C)CO)C[C@@H]2C)cc1	1.1
O=C(Cc1ccccn1)N1CC(=O)N2[C@H](C1)[C@H](c1ccc(C#CC3CCCC3)cc1)[C@@H]2CO	-1.0
C[C@H]1CN([C@@H](C)CO)C(=O)CCCn2nncc2CO[C@H]1CN(C)C(=O)Nc1ccc(C(F)(F)F)cc1	2.1
COc1ccc(S(=O)(=O)Nc2cccc3c2O[C@@H](CN(C)C(=O)Nc2ccc4c(c2)OCO4)[C@@H](C)CN([C@H](C)CO)C3=O)cc1	0.5
O=C(NC1CCC1)[C@H]1[C@H](CO)[C@H]2Cn3c(ccc(-c4ccccc4)c3=O)[C@@H]1N2CC1CC1	0.2
CNC[C@@H]1Oc2ccc(NC(=O)Cn3cnnn3)cc2CC(=O)N([C@H](C)CO)C[C@H]1C	-0.5
CC(C)C#Cc1cnc2c(c1)C(=O)N([C@H](C)CO)C[C@@H](C)[C@H](CN(C)C(=O)c1ccc3c(c1)OCO3)O2	0.1
C[C@@H]1CN([C@H](C)CO)C(=O)c2cc(-c3ccc(C(=O)N(C)C)cc3)cnc2O[C@@H]1CN(C)C(=O)C1CC1	0.8
C[C@@H]1CN([C@@H](C)CO)C(=O)c2cc(-c3cccnc3)cnc2O[C@H]1CN(C)Cc1ccc(Oc2ccccc2)cc1	0.1
C[C@@H]1CN([C@H](C)CO)C(=O)c2cc(NS(=O)(=O)c3cn(C)cn3)ccc2O[C@@H](C)CCCCO[C@H]1CN(C)S(=O)(=O)c1cn(C)cn1	-3.2
CO[C@@H]1CN(C)C(=O)c2cc(NC(=O)CC(F)(F)F)ccc2OC[C@H](C)NC[C@H]1C	-0.2
CN(C)CC(=O)N1[C@@H](C#N)[C@H](c2ccc(C#CC3CC3)cc2)[C@@H]1CO	-0.6
O=C(NCC[C@@H]1CC[C@@H](NS(=O)(=O)c2cccc(Cl)c2)[C@H](CO)O1)c1cnccn1	-0.8
C[C@H]1CN([C@@H](C)CO)C(=O)c2cc(Br)cnc2O[C@H]1CN(C)CC1CCCC1	1.2
C[C@@H]1CN([C@@H](C)CO)C(=O)c2cccc(NC(=O)C3CC3)c2O[C@H]1CN(C)S(=O)(=O)c1cccs1	-1.2
COc1ccc(S(=O)(=O)Nc2ccc3c(c2)C(=O)N([C@H](C)CO)C[C@H](C)[C@@H](CN(C)Cc2ccc(C(=O)O)cc2)OCCCC[C@H](C)O3)cc1	-1.4
CCCC#Cc1ccc2c(c1)O[C@@H](CN(C)Cc1cccnc1)[C@H](C)CN([C@@H](C)CO)S2(=O)=O	0.8
CCCNC(=O)N1CC(=O)N2[C@H](C1)[C@@H](c1ccc(-c3ccc(C)cc3)cc1)[C@@H]2CO	0.7
O=C(C[C@@H]1C=C[C@@H](NC(=O)Nc2ccccc2F)[C@H](CO)O1)NCc1ccc(-c2ccccc2)cc1	1.3
CC=Cc1ccc2n(c1=O)C[C@@H]1[C@@H](CO)[C@H](C(=O)N(C)C)[C@H]2N1S(=O)(=O)c1ccccc1C (mixture of isomers)	0.3
C[C@@H]1CN([C@@H](C)CO)C(=O)c2cc(NC(=O)CCC(F)(F)F)ccc2O[C@@H]1CN(C)Cc1ccc(C(=O)Nc2ccccc2N)cc1	-0.4
CC(C)NC(=O)N(C)C[C@H]1Oc2c(NC(=O)Nc3ccc(C(F)(F)F)cc3)cccc2C(=O)N([C@H](C)CO)C[C@H]1C	0.3
Cc1noc(C)c1S(=O)(=O)Nc1ccc2c(c1)CC(=O)N([C@H](C)CO)C[C@H](C)[C@@H](CN(C)S(=O)(=O)c1ccccc1)O2	-0.6
C[C@@H]1CCCCO[C@@H](CN(C)Cc2ccccc2)[C@@H](C)CN([C@H](C)CO)C(=O)c2cc(NS(=O)(=O)c3cccs3)ccc2O1	-0.1
Cc1cc(C(=O)Nc2cccc3c2O[C@@H](CN(C)Cc2ccc(Cl)c(Cl)c2)[C@H](C)CN([C@@H](C)CO)C3=O)n(C)n1	0.3
O=C(Cc1ccccn1)NCC[C@H]1CC[C@@H](NC(=O)CN2CCOCC2)[C@H](CO)O1	-0.8
CC(=O)N(C)C[C@H]1Oc2cc(C#CC(C)C)ccc2S(=O)(=O)N([C@@H](C)CO)C[C@H]1C	-9.1
C/C=C/c1ccc([C@H]2[C@@H](CO)N3CCCCN(C(=O)Nc4ccccc4F)C[C@H]23)cc1	0.2
CCC(=O)N1[C@@H](CO)[C@@H](c2ccccc2)C12CN(Cc1nccs1)C2	-1.1
Cc1ccc(S(=O)(=O)N2C[C@@H](O)COC[C@H]3O[C@H](CC(=O)N[C@H]4CCN(Cc5ccccc5)C4)CC[C@@H]32)cc1	-0.6
COc1ccc(S(=O)(=O)N(C)C[C@@H]2Oc3ccc(NS(=O)(=O)c4ccc(C)cc4)cc3C(=O)N([C@H](C)CO)C[C@H]2C)cc1	-0.9

The closing 5 compounds of the section before lead into the next:
SMILES	TcdB inh
CC(=O)N(C)C[C@H]1Oc2cc(C#CC(C)C)ccc2S(=O)(=O)N([C@@H](C)CO)C[C@H]1C	-9.1
C/C=C/c1ccc([C@H]2[C@@H](CO)N3CCCCN(C(=O)Nc4ccccc4F)C[C@H]23)cc1	0.2
CCC(=O)N1[C@@H](CO)[C@@H](c2ccccc2)C12CN(Cc1nccs1)C2	-1.1
Cc1ccc(S(=O)(=O)N2C[C@@H](O)COC[C@H]3O[C@H](CC(=O)N[C@H]4CCN(Cc5ccccc5)C4)CC[C@@H]32)cc1	-0.6
COc1ccc(S(=O)(=O)N(C)C[C@@H]2Oc3ccc(NS(=O)(=O)c4ccc(C)cc4)cc3C(=O)N([C@H](C)CO)C[C@H]2C)cc1	-0.9
C[C@@H]1CN([C@@H](C)CO)C(=O)c2cc(NC(=O)Nc3ccc(C(F)(F)F)cc3)ccc2O[C@@H](C)CCCCO[C@H]1CN(C)Cc1ccncc1	-0.9
C[C@H]1CN([C@@H](C)CO)C(=O)c2ccccc2-c2ccccc2CO[C@@H]1CN(C)S(=O)(=O)c1ccc(C#N)cc1	0.5
CO[C@@H]1CC[C@@H]2CCOc3c(C#N)cccc3C(=O)N(C)C[C@@H](C)C(=O)N(C)C[C@H]1O2	-4.2
C[C@@H]1CN([C@@H](C)CO)C(=O)c2cccc(NC(=O)c3ccc(-c4nccs4)cc3)c2O[C@@H]1CN(C)Cc1ccc(Oc2ccccc2)cc1	-6.3
CNC[C@H]1OCCCC[C@@H](C)Oc2ccc(N(C)C)cc2C(=O)N([C@H](C)CO)C[C@H]1C	-19
CO[C@@H]1CN(C)C(=O)c2ccc(NC(=O)Nc3cc(F)ccc3F)cc2OC[C@H](C)N(C(=O)c2ccccn2)C[C@@H]1C	-0.8
C[C@@H]1CN([C@@H](C)CO)C(=O)c2cccc(NC(=O)c3cnccn3)c2O[C@@H]1CN(C)Cc1ccc(Cl)c(Cl)c1	-0.8
COCC(=O)Nc1ccc2c(c1)C(=O)N(C)[C@H]1CC[C@H](CC(=O)NCC3CCCCC3)O[C@H]1CO2	-0.6
CO[C@@H]1CN(C)C(=O)c2ccc(NC(=O)c3ccc(F)cc3)cc2OC[C@@H](C)NC[C@@H]1C	0.3
COc1ccc2c3c(n(C)c2c1)[C@@H](CO)N(C(=O)C1CCCC1)CC31CCN(CC2CCCC2)CC1	-2.1
C[C@@H]1CN([C@H](C)CO)C(=O)c2cc(NS(=O)(=O)c3cccs3)ccc2O[C@@H]1CN(C)Cc1ccc(-c2ccccc2)cc1	0.5
C[C@H]1CN([C@@H](C)CO)C(=O)c2cc(NC(=O)NC3CCCCC3)ccc2O[C@H]1CN(C)Cc1ccc2c(c1)OCO2	-13
CCCNC(=O)Nc1ccc2c(c1)OC[C@@H](C)N(C(=O)C1CCCCC1)C[C@@H](C)[C@@H](OC)CN(C)C2=O	1.2
COc1ccc(CN(C)C[C@@H]2Oc3ccc(NC(=O)Cc4cn(C)c5ccccc45)cc3CC(=O)N([C@@H](C)CO)C[C@@H]2C)cc1	0.3
C[C@@H]1CCCCO[C@H](CN(C)S(=O)(=O)c2ccc(F)cc2)[C@H](C)CN([C@@H](C)CO)C(=O)c2cc(N(C)C)ccc2O1	-13
O=C(C[C@H]1CC[C@H](NS(=O)(=O)c2ccccc2)[C@H](CO)O1)N1CCN(c2ccccc2)CC1	-0.6
O=C(C[C@@H]1CC[C@@H](NC(=O)Nc2cc(F)ccc2F)[C@@H](CO)O1)NCc1ccncn1	0.2
N#C[C@@H]1[C@H](c2ccccc2-c2cccc(F)c2)[C@@H](CO)N1C(=O)C1CCCC1	0.9
Cc1ccccc1S(=O)(=O)N[C@H]1CC[C@H](CCn2cc(-c3ccccc3)nn2)O[C@H]1CO	-1.2
CCC(=O)N1C[C@H](C)[C@H](OC)CN(C)C(=O)c2cc(NC(=O)C3CCOCC3)ccc2OC[C@@H]1C	0.3
CCC(=O)N(C)C[C@@H]1Oc2ncc(C#Cc3ccncc3)cc2C(=O)N([C@H](C)CO)C[C@@H]1C	1.0
O=C(NC[C@H]1[C@@H](c2ccccc2)[C@H](CO)N1C(=O)C1CC1)NC1CCCC1	-1.8
COc1ccccc1CN1[C@H](CO)[C@@H](c2ccccc2)C12CN(C(C)=O)C2	0.4
CN1[C@@H]2c3cccc(=O)n3C[C@@H]2[C@@H](CO)[C@@H]1C(=O)NCC1CCCCC1	-0.2
COc1ccccc1NC(=O)N1CC(=O)N2[C@H](CO)[C@@H](c3ccc(-c4ccc(C)cc4)cc3)[C@@H]2C1	-1.0
Cc1noc(C)c1NC(=O)N(C)C[C@H]1Oc2ncc(/C=C/c3ccccc3)cc2C(=O)N([C@H](C)CO)C[C@@H]1C	-0.2
Cc1nn(C)cc1NC(=O)C[C@@H]1CC[C@@H]2[C@H](COc3ccc(NC(=O)Nc4cccc(Cl)c4)cc3C(=O)N2C)O1	1.1
C[C@@H]1CN([C@@H](C)CO)C(=O)c2cccc(NC(=O)c3ccc(-c4nccs4)cc3)c2O[C@@H]1CN(C)Cc1ccncc1	0.7
COc1ccccc1NC(=O)N1CC(=O)N2[C@H](CO)[C@H](c3ccc(-c4ccc(F)cc4)cc3)[C@@H]2C1	-1.5
CNC[C@H]1Oc2c(NC(=O)c3cnccn3)cccc2C(=O)N([C@@H](C)CO)C[C@@H]1C	0.2
C[C@@H]1CN([C@H](C)CO)S(=O)(=O)c2ccc(/C=C/c3ccccc3)cc2O[C@H]1CN(C)C(=O)Nc1cc(F)ccc1F	0.0
COc1ccc(-c2ccc3c(c2)O[C@H](CN(C)C)[C@@H](C)CN([C@@H](C)CO)S3(=O)=O)cc1	-0.4
CN1CCN(C(=O)C[C@H]2CC[C@@H]3[C@@H](COc4ccc(NC(=O)C5CCCCC5)cc4C(=O)N3C)O2)CC1	-0.4
C[C@H]1CCCCO[C@H](CN(C)C(=O)Nc2ccc(F)cc2)[C@@H](C)CN([C@@H](C)CO)C(=O)c2cc(NC(=O)Cc3ccccc3)ccc2O1	0.5
CCC(=O)N1CC2(CN(Cc3ccccc3Cl)C2)c2c([nH]c3cc(OC)ccc23)[C@@H]1CO	1.1
N#C[C@H]1[C@@H](c2ccccc2C2=CCCC2)[C@@H](CO)N1S(=O)(=O)c1ccccc1	-2.5
C[C@@H]1CN([C@@H](C)CO)C(=O)c2cc(NC(=O)Nc3ccccc3)ccc2O[C@@H](C)CCCCO[C@H]1CN(C)CC1CCCCC1	1.1
CCCC(=O)Nc1ccc2c(c1)C(=O)N(C)[C@H]1CC[C@@H](CC(=O)NCCCN(C)C)O[C@H]1CO2	-0.2
CN(C)CC(=O)Nc1ccc2c(c1)[C@@H]1C[C@H](CC(=O)NCc3cc(F)ccc3F)O[C@@H](CO)[C@@H]1O2	-1.0
COc1ccc2c3c([nH]c2c1)[C@H](CO)N(C(=O)Nc1ccccc1F)CC31CCN(C(=O)C2CC2)CC1	0.1

Random excerpt: 2 compounds from above
SMILES	TcdB inh
COc1ccc2c3c([nH]c2c1)[C@H](CO)N(C(=O)Nc1ccccc1F)CC31CCN(C(=O)C2CC2)CC1	0.1
C[C@@H]1CN([C@H](C)CO)S(=O)(=O)c2ccc(/C=C/c3ccccc3)cc2O[C@H]1CN(C)C(=O)Nc1cc(F)ccc1F	0.0
